G9a block – G9a (human) methyltransferase inhibition; Potency, µM (top dose mostly 102 µM), for the others: at the highest dose activity, negative = inhibition, actives largely listed as inhibitors; G9a H3K9 monomethylation, AlphaScreen, 2 h; 350,000 tested, 8.8% active; Q96KQ7; further: on the % scale 0 is the no-effect control and ±100 the full control effect; nearly all actives have a fitted effect of over 75% in size
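Using a bead-based AlphaScreen, monomethylated H3K9 product from 2 h room-temperature reactions (G9a 20 nM, peptide 500 nM, SAM 20 uM) was detected with 0.5 ug/mL rabbit anti-H3K9me1 antibody.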
Pol iota inh – DNA polymerase iota (human) inhibition. Q9UNA4. AID 588590. Potency, µM (doses to about 115 µM), inactives show at the highest dose activity, negative = inhibition, hits mostly inhibitors. Pol iota fluorescent replication assay, 10 min. 390,000 tested, 1% active
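Pol iota at 10 nM preincubated 15 min with compounds at room temperature; reaction started with fluorescent substrate, 50 nM final. Fluorescence read kinetically at 0 and 10 min; buffer-only wells as negative control.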
Pol beta inh – DNA polymerase beta (human) inhibition | P06746 | 340,000 tested, 1.3% active | Potency, µM (top dose mostly 114 µM), for inactives: at the highest dose activity change, negative = inhibition, usual class: inhibitors | Pol beta primer extension/strand displacement, fluorescence kinetic | AID 485314; further: on the % scale 0 is the no-effect control and ±100 the full control effect
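Preincubation: enzyme (10 nM) with compound, 15 min, RT. Reaction: substrate added to 50 nM final. Reads: 0 and 10 min. Analysis: normalized, Hill fit.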
Anesthetic bind – binds horse apoferritin like a general anesthetic; P02791; apoferritin/1-aminoanthracene competitive binding, fluorescence; Potency, µM (titrated, usually from 77.5 µM), for the others: at the highest dose activity change, negative = displacement, usual class: inhibitors; 350,000 tested, 0.074% active; further: on the % scale 0 is the no-effect control and ±100 the full control effect; nearly all actives have a fitted effect of over 20% in size
Target sequence (P02791 2-175 limits assumed): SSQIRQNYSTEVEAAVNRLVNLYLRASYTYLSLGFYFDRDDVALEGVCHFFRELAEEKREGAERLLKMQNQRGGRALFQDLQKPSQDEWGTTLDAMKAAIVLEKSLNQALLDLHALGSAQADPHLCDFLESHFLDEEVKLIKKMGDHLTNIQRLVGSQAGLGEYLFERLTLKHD
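10 uM apoferritin + 50% sat. 1-AMA, PBS; cpd 10 min RT; Ex380/Em535 endpoint; normalized to free probe vs complex; 4-param Hill fit; propofol titration as pos. ctrl.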
BLM inh – blocks DNA unwinding by human BLM helicase; recombinant BLM DNA unwinding, fluorescence dequenching; 350,000 tested, 0.2% active; Potency, µM (top dose mostly 56.1 µM), inactives show top-dose activity change, negative = inhibition, most hits filed as inhibitors; P54132;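 further: plate controls were vehicle for no effect and no enzyme for full effect; nearly all actives have a fitted effect of over 35% in size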
BAZ2B inh – BAZ2B (human) inhibition; AlphaScreen BAZ2B-H3K14Ac peptide displacement; Potency, µM (series often up to 114 µM), for the others: at the highest dose activity change, negative = inhibition, actives largely listed as inhibitors; 360,000 tested, 4.4% active; AID 504333; further: on the % scale 0 is the no-effect control and ±100 the full control effect; nearly all actives have a fitted effect of over 60% in size
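BAZ2B (50 nM) with biotin-H3(5-23)K14Ac peptide (50 nM) in PBS pH 7.4, 0.01% Tween-20, preformed 30 min, then compound 30 min at room temperature; top concentration 110uM. AlphaScreen streptavidin donor/nickel chelate acceptor beads (10 ug/mL final), 20 min dark, signal read.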
APE1 inh – blocks human APE1 abasic DNA cleavage; recombinant APE1, TAMRA/BHQ-2 abasic DNA cleavage fluorescence; P27695; 350,000 tested, 0.35% active; Potency, µM (top dose mostly 65.8 µM), without a hit: at the top dose activity change, negative = inhibition, hits mostly inhibitors;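 further: plate controls were vehicle for no effect and reference inhibitor for full effect; nearly all actives have a fitted effect of over 55% in size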
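Activity was derived from the fluorescence gain between first and third kinetic reads (60 s intervals, ex 525/em 598 nm) after 50 nM THF-abasic TAMRA/BHQ-2 duplex was added to 0.75 nM APE1 preincubated 15 min with compound.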
POLH inh – inhibitors of human DNA polymerase eta. recombinant Pol eta, fluorescent DNA replication assay. Q9Y253. Potency, µM (titrated, usually from 114 µM), without a hit: at the highest dose activity change, negative = inhibition, hits mostly inhibitors. 390,000 tested, 1.2% active. AID 588591; further: on the % scale 0 is the no-effect control and ±100 the full control effect
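Pol eta (10 nM) was preincubated with compounds for 15 min at room temperature, after which fluorescent replication substrate (50 nM final) was added to start the reaction. Fluorescence was read kinetically at 0 and 10 min.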
POLK inh – DNA polymerase kappa (human) inhibition; Q9UBT6; purified Pol kappa, fluorescent DNA synthesis assay, 10 min; Potency, µM (top dose mostly 107 µM), inactives show at the highest dose activity, negative = inhibition, usual class: inhibitors; 400,000 tested, 0.53% active; AID 588579; further: on the % scale 0 is the no-effect control and ±100 the full control effect
Target sequence (Q9UBT6 whole entry, looked up): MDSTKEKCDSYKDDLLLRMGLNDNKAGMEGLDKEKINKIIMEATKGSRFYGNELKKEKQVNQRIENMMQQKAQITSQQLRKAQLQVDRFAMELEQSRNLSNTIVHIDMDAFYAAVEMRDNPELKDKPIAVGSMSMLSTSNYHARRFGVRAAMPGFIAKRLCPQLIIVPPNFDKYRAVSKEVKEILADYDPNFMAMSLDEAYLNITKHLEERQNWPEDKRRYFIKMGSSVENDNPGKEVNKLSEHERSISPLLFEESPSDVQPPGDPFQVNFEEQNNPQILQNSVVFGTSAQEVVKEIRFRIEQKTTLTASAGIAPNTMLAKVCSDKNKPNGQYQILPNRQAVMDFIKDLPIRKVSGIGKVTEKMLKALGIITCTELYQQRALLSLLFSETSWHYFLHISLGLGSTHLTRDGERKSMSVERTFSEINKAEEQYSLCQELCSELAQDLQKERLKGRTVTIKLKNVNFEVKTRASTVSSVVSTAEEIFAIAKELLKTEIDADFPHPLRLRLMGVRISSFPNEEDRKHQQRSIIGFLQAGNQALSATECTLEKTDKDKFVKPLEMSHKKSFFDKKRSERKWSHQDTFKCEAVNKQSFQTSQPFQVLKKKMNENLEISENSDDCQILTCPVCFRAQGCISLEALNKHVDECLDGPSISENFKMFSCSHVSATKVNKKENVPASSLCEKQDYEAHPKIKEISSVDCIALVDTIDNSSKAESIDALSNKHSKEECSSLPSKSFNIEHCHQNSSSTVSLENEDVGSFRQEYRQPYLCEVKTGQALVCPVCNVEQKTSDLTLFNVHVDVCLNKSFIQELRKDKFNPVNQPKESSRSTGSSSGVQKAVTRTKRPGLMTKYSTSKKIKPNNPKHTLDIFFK
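10 nM Pol kappa was preincubated with compounds for 15 min at room temperature. Reaction started with 50 nM (final) substrate. Fluorescence read kinetically at 0 and 10 min.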
Active calls of the source: *; ? = inconclusive; / = not tested or not shown; [ ] = another dose, or the depositor's remark. The call rests on the fitted dose curve; in most records, active means well fitted curve in the direction sought with a large enough effect; inconclusive means small, poorly fitted or top-dose-only effect, or another doubt; inactive means no such curve, though single readings can be large; an effect the other way counts as inactive or inconclusive. Potency means the concentration at half of the fitted maximal effect. These rows are one share of the data; rates above refer to the full screens.

SMILES	G9a block	Pol iota inh	Pol beta inh	Anesthetic bind	BLM inh	BAZ2B inh	APE1 inh	POLH inh	POLK inh
CCCc1cc(-c2n[nH]c(=S)n2CC(C)C)cs1	2µM*	9%	2%	-21%	-5%	-30%	-1%	-16%	-8%
COc1cccc(Nc2ncc3nc(C)c(=O)n(C)c3n2)c1	7%[0.501 µM]	/	/	/	5%	/	15%	/	-1%[60.1 µM]
CCN(CCS(=O)(=O)c1ccc(Cl)cc1)C(=O)Nc1ccccc1	/	79%[activator]	55%	-6%	1%	-8%	-6%	2%	-3%
COc1cccc(NC(=O)CSc2nc3ccccc3c(=O)n2Cc2cccs2)c1	8%[59 µM]	-14%	1%	1%	-2%	-23%	-6%	-16%	6%
NC(=O)c1ccsc1NC(=O)COC(=O)c1ccccc1NCc1ccco1	1%	?	-22%	156%[activator]	-3%	-3%	-6%	?	-34%
COc1ccc(N(CC(=O)NCc2ccc(Cl)cc2)S(=O)(=O)c2c(C)noc2C)cc1	35%[activator]	26%	16%	-5%	-1%	-16%	74%[activator]	-6%	14%
COc1cc(S(=O)(=O)NCc2ccccc2Cl)ccc1-n1cnnn1	13µM*	107%[activator]	8%	-12%	-2%	?	54%[activator][12.4 µM]	-19%	3%
COc1ccc(NC(=O)CSc2oc(-c3cccs3)nc2S(=O)(=O)c2ccc(C)cc2)c(OC)c1	?	14%	19%	-2%	-4%	-14%	/	-19%	-7%
CC1CCCN(C(=O)c2cccc(S(=O)(=O)N3CCCC3)c2)C1 (stereo unspecified)	-7%[12.7 µM]	24%	/	/	/	0%	46%[activator]	-10%	12%
Cc1ccc2c(cnn2C(=O)CCC(=O)N2CCCCC2)c1	/	-12%	24%	?	-2%	13%	3%	-2%	2%
CC(NS(=O)(=O)c1ccc(Br)cc1)C(=O)NCc1ccco1 (stereo unspecified)	?	8%	-12%	-7%	-1%	-33%	8%	7%	-18%
O=C(O)CN1C(=O)c2ccc(Oc3ccc([N+](=O)[O-])cc3)cc2C1=O	1%	82%[activator]	21%	-5%	-4%	1%	18%	-10%	-5%
NC(=O)c1ccc(NC(=O)COC(=O)c2cc3ccccc3cc2O)cc1	/	?	/	/	/	/	-7%	-7%	-15%
COC(=O)CCP(=O)(O)Cc1ccccc1CP(=O)(O)CCC(=O)OC	?	4%	1%	-16%	-1%	-39%	1%	9%	-5%
COC(=O)C1=C(C)N(Cc2ccccc2)C(=NCC2CC2)N[C@H]1c1ccc(Br)cc1	/	/	16%	-17%	-12%	?	-4%	/	/
COc1cc(CCC(=O)OCC(=O)Nc2ccc(F)c(F)c2F)cc(OC)c1OC	44%	1%	7%	-16%	0%	-3%	-11%	-9%	-2%
CCO/C([O-])=N/c1sn[n+](C)c1C	4%	8%	-9%	1%	-3%	-2%	1%	-9%	-15%
Cc1ccc([C@H]2C(C(=O)O)=CC[C@@H](c3ccc4c(c3)OCO4)N2S(=O)(=O)c2ccc(C)cc2)cc1	/	-6%	/	/	/	/	8%	-12%	-2%
O=C(Nc1ccc(S(=O)(=O)N2CCCC2)cc1)C1COc2ccccc2O1 (stereo unspecified)	9%[59 µM]	13%	0%	-4%	3%	15%	1%	-22%	12%
CC(OC(=O)c1ccc2ncsc2c1)C(=O)N1CCCC1 (stereo unspecified)	-6%	/	1%	0%	-4%	0%	-2%	/	/

A second format for 2 compounds above.
| SMILES | G9a block | Pol iota inh | Pol beta inh | Anesthetic bind | BLM inh | BAZ2B inh | APE1 inh | POLH inh | POLK inh |
| --- | --- | --- | --- | --- | --- | --- | --- | --- | --- |
| O=C(O)CN1C(=O)c2ccc(Oc3ccc([N+](=O)[O-])cc3)cc2C1=O | 1% | 82%[activator] | 21% | -5% | -4% | 1% | 18% | -10% | -5% |
| Cc1ccc([C@H]2C(C(=O)O)=CC[C@@H](c3ccc4c(c3)OCO4)N2S(=O)(=O)c2ccc(C)cc2)cc1 | / | -6% | / | / | / | / | 8% | -12% | -2% |

Going on with the list.
SMILES	G9a block	Pol iota inh	Pol beta inh	Anesthetic bind	BLM inh	BAZ2B inh	APE1 inh	POLH inh	POLK inh
COc1ccc(/C=N/n2cnc3scc(-c4cccs4)c3c2=O)cc1OC	24%[59 µM]	-11%	31%	-3%	-6%	-6%	-1%	?	3%
CC(Sc1ccc(Cl)cc1)C(=O)NNC(=O)c1ccncc1 (stereo unspecified)	7%[12.7 µM]	12%	/	/	/	-2%	-13%	-11%	1%
CC(C)[C@H](NC(=O)[C@H]1N2C(=O)c3ccccc3C2SC1(C)C)C(=O)NCc1ccco1 (stereo partly specified)	/	-14%	1%	?	-1%	?	-9%	-8%	-21%
Cc1ccc(S(=O)(=O)N[C@@H](CC(C)C)C(=O)N2CCC(C(=O)N[C@@H](Cc3ccccc3)C(=O)O)CC2)cc1	/	16%	-1%	-10%	2%	12%	10%	-10%	26%
Cc1cccc(C(=O)NC2CCN(C(=O)Nc3ccccc3C)CC2)c1	-2%	-13%	4%	-2%	-5%	3%	13%	-23%	-8%
O=C(NCc1cccnc1)c1ccc([N+](=O)[O-])o1	9%	?	2%	-11%	1%	2%	-2%	-4%	-17%
CCC(=O)N1CCN(c2ccccc2NC(=O)COc2cccc(C)c2C)CC1	14%	15%	7%	-9%	-4%	-16%	-3%	-15%	-7%
CCOC(=O)N1CCN(C(=O)c2cn(C)c3ccc(S(=O)(=O)N(CC)CC)cc3c2=O)CC1	-7%	-15%	27%	-4%	-3%	0%	-1%	-9%	1%
Cc1ccc(-c2cccc(CN3CCN(C(C)C)C(CCO)C3)c2)o1 (stereo unspecified)	45µM*	33%[activator]	-1%	6%	-1%	-32%	11%	-11%	4%[60.1 µM]
Cc1cc(C)c(NC(=O)Cn2c(=O)n(CCc3ccccc3)c(=O)c3ccccc32)c(C)c1	4%[59 µM]	17%	33%	1%	-8%	1%	/	-12%	11%

The closing six compounds of the section above open the next one.
SMILES	G9a block	Pol iota inh	Pol beta inh	Anesthetic bind	BLM inh	BAZ2B inh	APE1 inh	POLH inh	POLK inh
Cc1cccc(C(=O)NC2CCN(C(=O)Nc3ccccc3C)CC2)c1	-2%	-13%	4%	-2%	-5%	3%	13%	-23%	-8%
O=C(NCc1cccnc1)c1ccc([N+](=O)[O-])o1	9%	?	2%	-11%	1%	2%	-2%	-4%	-17%
CCC(=O)N1CCN(c2ccccc2NC(=O)COc2cccc(C)c2C)CC1	14%	15%	7%	-9%	-4%	-16%	-3%	-15%	-7%
CCOC(=O)N1CCN(C(=O)c2cn(C)c3ccc(S(=O)(=O)N(CC)CC)cc3c2=O)CC1	-7%	-15%	27%	-4%	-3%	0%	-1%	-9%	1%
Cc1ccc(-c2cccc(CN3CCN(C(C)C)C(CCO)C3)c2)o1 (stereo unspecified)	45µM*	33%[activator]	-1%	6%	-1%	-32%	11%	-11%	4%[60.1 µM]
Cc1cc(C)c(NC(=O)Cn2c(=O)n(CCc3ccccc3)c(=O)c3ccccc32)c(C)c1	4%[59 µM]	17%	33%	1%	-8%	1%	/	-12%	11%
Cn1cnnc1SCC(=O)c1ccc2c(c1)OCCO2	?	-16%	4%	-22%	-2%	2%	8%	5%	-8%
Cc1ccc(N(CC(C)C)S(=O)(=O)c2nnc(NC(=O)c3cccs3)s2)cc1	15%[59 µM]	28%	2%	-4%	-3%	13%	/	?	-15%
COc1cccc(-c2nn(-c3ccccc3)cc2C(=O)Nc2nccs2)c1	-4%[12.7 µM]	?	0%	-6%	-8%	-2%	-5%	-13%	-2%
COc1ccc(S(=O)(=O)N(CC(=O)NCc2ccncc2)Cc2ccccc2)cc1	12%	110%[activator]	-2%	-4%	-3%	-1%	21%	-14%	-14%
O=C1C2C(c3ccccc3)CC=CC2[C@H](c2cccc([N+](=O)[O-])c2)N1Cc1ccccc1 (stereo partly specified)	-9%[12.7 µM]	24%	13%	-8%	-6%	-38%	-1%	-11%	3%
CC1CN(S(=O)(=O)c2cccc(C(=O)NCCCn3ccnc3)c2)CC(C)O1 (stereo unspecified)	-4%[59 µM]	9%	4%	-3%	2%	-3%	-5%	-7%	-8%
CC1CCCCC12NC(=O)N(CC(=O)N1CCN(S(=O)(=O)/C=C/c3ccccc3)CC1)C2=O (stereo unspecified)	-8%[12.7 µM]	18%	/	/	/	8%	6%	-14%	0%
Cc1ccc(-c2c3c(=O)n(C)c(=O)n(C)c3cn2-c2cc(C)ccc2O)cc1	?	1%	48%	1%	-2%	-19%	/	-2%	18%
OCCCNc1nc(-c2ccc(Br)cc2)nnc1-c1ccc(Cl)cc1	-11%[59 µM]	1%	-25%	-7%	-7%	-10%	-4%	-13%	-7%
Cc1cc(C)cc(NC(=O)Oc2ccccc2N2CCCCC2)c1	-32%	34%[activator]	9%	1%	-3%	-13%	4%	-13%	3%
C[C@H](NC(=O)C1CCN(S(=O)(=O)c2ccccc2)CC1)C(=O)NCc1ccccc1	34%[activator]	16%	33%	-4%	0%	-15%	71%[activator]	-11%	13%

A few values from the results shown:
In APE1 inh, `CC1CCCCC12NC(=O)N(CC(=O)N1CCN(S(=O)(=O)/C=C/c3ccccc3)CC1)C2=O` (stereo unspecified) reads 6%
In BAZ2B inh, `O=C1C2C(c3ccccc3)CC=CC2[C@H](c2cccc([N+](=O)[O-])c2)N1Cc1ccccc1` (stereo partly specified) reads -38%
In POLH inh, `COc1ccc(S(=O)(=O)N(CC(=O)NCc2ccncc2)Cc2ccccc2)cc1` reads -14%
In BAZ2B inh, `Cn1cnnc1SCC(=O)c1ccc2c(c1)OCCO2` reads 2%
In Pol beta inh, `Cc1ccc(-c2c3c(=O)n(C)c(=O)n(C)c3cn2-c2cc(C)ccc2O)cc1` reads 48%

Screening results: PubChem BioAssay, National Center for Advancing Translational Sciences (NCATS)
